Source: PubChem
D2 antag = antagonists of human D2 dopamine receptor; P14416; HEK293 TREx D2 cells, calcium flux, dopamine EC80; inhibition, % at 10 µM; 340,000 compounds, 2% hits; AID 485344; in the data active = inhibition above about 30%; note: 0% is about no effect
Target sequence (P14416 whole entry, looked up): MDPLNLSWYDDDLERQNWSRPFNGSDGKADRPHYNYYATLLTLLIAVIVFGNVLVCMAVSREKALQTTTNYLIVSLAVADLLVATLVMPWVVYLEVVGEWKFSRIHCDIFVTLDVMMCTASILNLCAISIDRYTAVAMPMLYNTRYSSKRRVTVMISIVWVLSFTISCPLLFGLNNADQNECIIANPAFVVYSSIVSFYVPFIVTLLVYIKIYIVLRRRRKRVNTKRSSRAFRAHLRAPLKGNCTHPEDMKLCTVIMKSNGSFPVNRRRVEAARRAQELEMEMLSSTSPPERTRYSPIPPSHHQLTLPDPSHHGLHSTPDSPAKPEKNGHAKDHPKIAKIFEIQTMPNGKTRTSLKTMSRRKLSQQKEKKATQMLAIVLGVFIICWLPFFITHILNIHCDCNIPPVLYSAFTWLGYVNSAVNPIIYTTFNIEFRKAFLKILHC
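Antagonism is scored as inhibition of an EC80 dopamine-evoked calcium signal in a force-coupled, tetracycline-inducible HEK293 T-REx D2 line, with compound present 180 s before agonist.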
D2 ag = agonists of human D2 dopamine receptor. activation, % at 2 µM. HEK293 T-REx D2 cells, calcium flux agonist mode. AID 485358. 340,000 compounds, 0.53% hits;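 active = activation over 3 SD above normal in the single-dose calcium agonist read, cut at about 30% in these data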; note: 0% is about no effect
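Agonism is scored from calcium flux in a force-coupled, inducible HEK293 cell line expressing D2, read kinetically for 180 s after compound addition against dopamine controls.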
TrxR1 inh = blocks rat thioredoxin reductase 1. 390,000 compounds, 1% hits. Potency, µM (titrated, usually from 114 µM), for the others: at the top dose activity change, negative = inhibition, most hits filed as inhibitors. recombinant rTrxR1, NADPH fluorescence consumption, selenite substrate. O89049; note: potency is the fitted concentration of half-maximal effect; % is set by controls: 0 for no effect and ±100 for the full control effect; nearly all actives have a fitted effect of over 65% in size
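Rat TrxR1 (90 nM in the dispensed reagent) was pre-reduced with 400 uM NADPH for 5 min at room temperature, then incubated with compound for 15 min. After 400 uM selenite was added, NADPH fluorescence (Ex 340/Em 450 nm) was followed for 8 min.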
TrxR1 substrate = is turned over as a substrate by rat TrxR1 | purified TrxR1 substrate turnover, NADPH consumption readout | Potency, µM (titrated, usually from 114 µM), for the others: top-dose activity change, negative = substrate turnover | 390,000 compounds, 0.01% hits; note: potency is the fitted concentration of half-maximal effect; % is set by controls: 0 for no effect and ±100 for the full control effect; nearly all actives have a fitted effect of over 50% in size
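Rat TrxR1, dispensed at 90 nM, was prereduced with 400 uM NADPH (final) for 5 min at ~22 deg C, then incubated with compound 15 min before 400 uM selenite. A first-read NADPH fluorescence drop versus no-compound background flagged substrates.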
Pin1 inhibitor = blocks the human prolyl isomerase Pin1; Q13526; Pin1 FP peptide displacement, HiFluor488, 10 min; Potency, µM (series often up to 115 µM), for inactives: top-dose activity, negative = inhibition, usual class: inhibitors; 390,000 compounds, 0.009% hits; active = well fitted inhibition curve with a large enough effect in the polarisation, with a control signal flat, not every such curve was filed as active; inconclusive = small, poorly fitted or top-dose-only effect, or effect the other way, or a change in a side signal; inactive = no such curve, though single readings can be large or run the other way; the % refers to the polarisation; note: potency is the fitted concentration of half-maximal effect; % is set by controls: 0 for no effect and ±100 for the full control effect
Target sequence (Q13526 whole entry, looked up): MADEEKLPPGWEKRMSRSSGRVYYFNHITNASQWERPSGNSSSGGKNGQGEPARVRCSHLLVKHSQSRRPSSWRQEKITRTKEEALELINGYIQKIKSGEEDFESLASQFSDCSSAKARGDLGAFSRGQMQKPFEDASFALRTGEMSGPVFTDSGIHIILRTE
TRHR ag = TRH receptor (human) agonism; P34981; TRHR cells, calcium flux fluo-8, FDSS agonist mode; activation, % at 2 µM; 360,000 compounds, 0.18% hits; AID 493084; in the data active = activation above about 30%; note: 0% is about no effect
Target sequence (P34981 whole entry, looked up): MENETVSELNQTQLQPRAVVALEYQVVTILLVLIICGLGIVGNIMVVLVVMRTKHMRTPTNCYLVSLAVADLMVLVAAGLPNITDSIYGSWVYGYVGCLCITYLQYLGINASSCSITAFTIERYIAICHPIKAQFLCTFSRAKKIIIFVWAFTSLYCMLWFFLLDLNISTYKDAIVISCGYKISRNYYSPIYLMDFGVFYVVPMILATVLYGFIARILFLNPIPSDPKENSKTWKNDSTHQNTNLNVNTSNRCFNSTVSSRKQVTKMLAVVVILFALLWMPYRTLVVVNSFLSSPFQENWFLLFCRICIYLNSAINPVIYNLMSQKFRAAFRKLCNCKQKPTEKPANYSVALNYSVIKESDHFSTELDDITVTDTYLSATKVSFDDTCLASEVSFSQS
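Fluo-8-loaded TRHR cells; 10 s baseline, compound added, kinetic Ca2+ fluorescence read 1/s, agonist mode.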
TRHR PAM = TRH receptor (human) allosteric enhancement; enhancement, % at 2 µM; TRHR cells, fluo-8 calcium fluorescence, EC20 TRH enhancement; P34981; AID 493056; 360,000 compounds, 0.66% hits; in the data active = enhancement above about 30%; note: 0% is about no effect
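TRHR-expressing cells loaded with fluo-8 calcium dye were read kinetically (ex 480/em 530) during compound addition, then stimulated with an EC20 of TRH (10 nM final). Enhancement of the Gq-mediated intracellular calcium response was scored.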
mIDH1 inhibitor = human IDH1 R132H inhibition; IDH1-R132H enzyme, NADPH consumption, diaphorase/resazurin fluorescence; Potency, µM (titrated, usually from 76.6 µM), without a hit: at the highest dose activity change, negative = inhibition, usual class: inhibitors; 390,000 compounds, 0.093% hits; note: potency is the fitted concentration of half-maximal effect; % is set by controls: 0 for no effect and ±100 for the full control effect; nearly all actives have a fitted effect of over 65% in size
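IDH1-R132H (0.5 ug/mL dispensed) in pH 7.5 Tris buffer was preincubated 30 min with compound, then given a substrate mix of 0.016 mM NADPH and 2 mM alpha-KG for 80 min at room temperature; remaining NADPH was read by diaphorase/resazurin fluorescence.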
USP1 inh = inhibitors of human USP1/UAF1 deubiquitinase; O94782; recombinant USP1/UAF1, Ub-Rhodamine cleavage fluorescence; Potency, µM (doses to about 57.1 µM), for the others: at the top dose activity change, negative = inhibition, most hits filed as inhibitors; 390,000 compounds, 0.23% hits; note: potency is the fitted concentration of half-maximal effect; % is set by controls: 0 for no effect and ±100 for the full control effect; nearly all actives have a fitted effect of over 60% in size; inactives centre near -12
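High-throughput fluorogenic screen: 1nM USP1/UAF1 complex, Ub-Rho substrate 150nM final, 50mM HEPES pH 7.8 with 0.5mM EDTA, 0.1 mg/ml BSA, 1mM TCEP and 0.01% Tween-20.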
Active calls of the source: *; ? = inconclusive; . = not tested or not shown; [ ] = another dose, or the depositor's remark. Unless noted, calls come from the whole dose curve; as a rule, active = well fitted inhibition curve with a large enough effect; inconclusive = small, poorly fitted or top-dose-only effect; inactive = no such curve, though single readings can be large or run the other way. A portion of the library; count on the stated rates, not on these rows.

Screens by letter: A = D2 antag; B = D2 ag; C = TrxR1 inh; D = TrxR1 substrate; E = Pin1 inhibitor; F = TRHR ag; G = TRHR PAM; H = mIDH1 inhibitor; I = USP1 inh
C/C(=C\c1ccco1)CN1CCN(Cc2ccc(C)o2)C(CCO)C1 (stereo not given)
  A: 13.1 | B: -1.0 | C: 23.0%[57.1 µM] | D: 2.5%[57.1 µM] | E: -0.1% | F: 0.0 | G: 0.9 | H: 8.4% | I: ?

Nc1nc(SCC(=O)c2ccc(Oc3ccccc3)cc2)n[nH]1
  A: -2.2 | B: 0.6 | C: -21.0% | D: -7.3% | E: 2.4% | F: 0.2 | G: 7.0 | H: 0.7% | I: -8.3%

Cc1ccc(CNC(=O)[C@]2(C)CCC[C@@]3(C)C4CC[C@@]5(C)C[C@]4(CCC32)CC5=O)cc1 (stereo not given in full)
  A: . | B: . | C: 16.5%[57.1 µM] | D: 4.4%[57.1 µM] | E: 2.0% | F: . | G: . | H: 1.7% | I: -29.0%

CC(=O)OCC(=O)C1(O)CCC2C3CC(F)C4=CC(=O)CCC4(C)C3C(=O)CC21C (stereo not given)
  A: . | B: . | C: 9.0% | D: -5.8% | E: -0.3% | F: . | G: . | H: -0.2% | I: 3.8%

COc1ccc(NC(=O)COC(=O)CNC(=O)C2CCCCC2)cc1
  A: 8.8 | B: -0.2 | C: 12.1%[57.1 µM] | D: 0.3% | E: -3.5% | F: -0.1 | G: -3.8 | H: 5.2% | I: -1.1%

Cc1csc(=O)n1CC(=O)OCc1nnc(-c2ccc(Cl)cc2)o1
  A: 9.2 | B: 5.3 | C: 8.4% | D: -1.5% | E: 2.4% | F: 0.7 | G: -2.7 | H: 10.0% | I: -5.2%

Cn1c(N)c(C(=O)COC(=O)CCC2CCCC2)c(=O)n(C)c1=O
  A: . | B: . | C: -12.5%[57.1 µM] | D: -7.4%[57.1 µM] | E: -2.9% | F: -0.2 | G: 5.7 | H: 17.3% | I: -2.3%

Cc1cccc(-n2cnc(C(=O)NNC(=S)Nc3ccc(Cl)cc3)c2)n1
  A: 4.3 | B: 2.7 | C: -7.6% | D: -10.2%[57.1 µM] | E: -17.5% | F: 0.7 | G: 0.7 | H: 3.9% | I: -13.5%

Cc1ccc2scc(N3CCCC(C)C3)c(=O)c2c1 (stereo not given)
  A: . | B: -0.1 | C: 16.2%[57.1 µM] | D: 0.3%[57.1 µM] | E: -1.6% | F: 0.4 | G: 4.2 | H: 14.3% | I: -30.1%

Cn1nc(-c2ccc(OCC(=O)Nc3ccc(Cl)cc3)cc2)c2ccccc2c1=O
  A: . | B: -0.7 | C: 9.9% | D: 0.5% | E: 180.9%[activator] | F: -0.9 | G: 35.3* | H: -1.2% | I: ?

CCOc1cccc(-c2c(C(=O)N/N=C/c3sccc3C)nnn2-c2nonc2N)c1
  A: 2.9 | B: 0.8 | C: 16.1% | D: -2.2% | E: 11.7% | F: 0.3 | G: -2.3 | H: 17.0% | I: -18.2%

CCc1nnc(NS(=O)(=O)c2ccc(NC(=O)/C=C/c3ccccc3Cl)cc2)s1
  A: -0.7 | B: -1.4 | C: 8.8%[57.1 µM] | D: -7.5%[57.1 µM] | E: ? | F: 0.3 | G: 9.9 | H: -11.3% | I: -21.2%

Clc1ccccc1-c1nnc(-c2ccccc2CNc2ccc(Br)cc2)o1
  A: . | B: -0.2 | C: 5.2% | D: 1.4% | E: -2.8% | F: 0.4 | G: 1.8 | H: 12.5% | I: ?

CCCC(=O)Nc1nnc(SCc2cc(=O)n3cccc(C)c3n2)s1
  A: . | B: -0.1 | C: 9.3%[57.1 µM] | D: 3.8%[57.1 µM] | E: -0.7% | F: -0.1 | G: 3.5 | H: 19.0% | I: -1.1%

Cc1ccc(-c2csc3ncnc(NCCC(=O)O)c23)cc1C
  A: . | B: . | C: 13.9% | D: 0.2% | E: 6.1% | F: -0.2 | G: 5.5 | H: 20.5% | I: -16.4%

Cc1ccc2c(c1)C(=O)CC1(CCCCCC1)O2
  A: -14.6 | B: 0.0 | C: 14.6%[57.1 µM] | D: 10.7%[57.1 µM] | E: 5.0% | F: -0.9 | G: 0.4 | H: -3.8% | I: -11.9%

CCOc1cc2[nH]c(=O)n(CCC(=O)N3CCN(c4ccccc4OC)CC3)c(=O)c2cc1OCC
  A: 8.8 | B: -0.3 | C: -13.6% | D: -7.7% | E: -5.7% | F: -0.3 | G: 1.9 | H: 5.7% | I: -19.2%

NS(=O)(=O)c1ccc(CCNC(=O)c2cc(-c3ccco3)nc3ccccc23)cc1
  A: -1.9 | B: 0.9 | C: ? | D: 275.8%[activator] | E: 0.6% | F: 0.1 | G: -1.4 | H: 27.0% | I: -4.9%

CC1(C)Cc2noc(N)c2C(C)(C)N1OC(=O)c1ccco1
  A: -27.2 | B: -0.1 | C: 7.3% | D: -2.0% | E: 3.8% | F: 1.2 | G: -0.4 | H: 3.3% | I: -15.6%

Oc1ccccc1C1N=C(c2ccccc2)NC(c2ccccc2)=N1
  A: -0.5 | B: 0.7 | C: 0.8% | D: -9.2% | E: -1.3% | F: -1.0 | G: -12.0 | H: 2.2% | I: -24.1%

COc1ccc2c(c1)CC(C(=O)NCCN1CCN(c3ccccc3F)CC1)CO2 (stereo not given)
  A: . | B: . | C: 13.9%[57.1 µM] | D: 5.2%[57.1 µM] | E: -2.0% | F: 0.4 | G: 7.9 | H: -19.9% | I: -3.5%

CCN=C(NCC)SC1CC(=O)N(c2cccc(OCC)c2)C1=O (stereo not given)
  A: . | B: . | C: 14.6% | D: 9.3% | E: -0.1% | F: -0.4 | G: 4.3 | H: 0.6% | I: -11.4%

CCc1ccc(OCC(=O)Nc2cccc3nsnc23)cc1
  A: 13.2 | B: -0.5 | C: 19.8% | D: 10.8% | E: 10.9% | F: 0.0 | G: -7.8 | H: 9.0% | I: -23.0%

CC1(C(=O)N(CC(=O)NC2CCCC2)Cc2ccco2)CC(=O)N=C2C=CC=CN21 (stereo not given)
  A: -19.7 | B: -0.2 | C: -30.2% | D: 240.4%[activator] | E: -1.2% | F: 0.5 | G: -6.7 | H: 1.1% | I: -7.6%

COc1ccc(C(C(=O)NCC2CCCO2)N(Cc2ccco2)C(=O)c2snc(C(N)=O)c2N)cc1OC (stereo not given)
  A: -23.2 | B: 0.7 | C: -11.6% | D: 4.7% | E: -5.1% | F: 0.0 | G: 0.1 | H: -2.8% | I: -20.4%

CC(NC(=O)COC(=O)c1ccc(CO)cc1)C1CC2CCC1C2 (stereo not given)
  A: -0.8 | B: 0.1 | C: 11.8% | D: -2.9% | E: -0.5% | F: 0.1 | G: -4.9 | H: 1.1% | I: -16.1%

CCOC(=O)N1CCN(C(=O)c2cnc(Nc3ccccc3OC)c3ccccc23)CC1
  A: 0.8 | B: 0.1 | C: 5.0% | D: -5.8% | E: 10.2% | F: -0.4 | G: 0.0 | H: 4.3% | I: -4.4%

COc1c(F)c(F)c(C(=O)Nc2ccc(-c3nc4ccccc4[nH]3)cc2)c(F)c1F
  A: -15.7 | B: 1.2 | C: 39.3% | D: 14.7% | E: 3.1% | F: 1.8 | G: 0.8 | H: 7.6% | I: -18.2%

C=CCn1c(C)csc1=Nc1ccc(C(=O)O)cc1
  A: -4.1 | B: 4.2 | C: -0.2% | D: -8.0% | E: 3.1% | F: 0.4 | G: -1.6 | H: -4.6% | I: -15.3%

CC(=O)Nc1ccc2c(c1)C(=O)c1ccccc1C2=O
  A: 14.4 | B: 0.5 | C: 11.6%[57.1 µM] | D: 5.5%[57.1 µM] | E: 0.5% | F: -0.7 | G: -8.8 | H: 2.9% | I: -0.9%

(further entries)
Below each SMILES – D2 antag | D2 ag | TrxR1 inh | TrxR1 substrate | Pin1 inhibitor | TRHR ag | TRHR PAM | mIDH1 inhibitor | USP1 inh
> COc1ccc(-c2cc(C(=O)Nc3ccc(C#N)cc3)no2)cc1
  . | 0.9 | 9.0% | 0.9% | 9.3% | 1.5 | -15.4 | -10.0% | -13.6%
> CCOC(=O)c1cccc(OC(=O)CCNC(=O)c2ccc(Cl)cc2)c1
  18.5 | -1.7 | 8.3% | -0.6% | -3.2% | -0.9 | -5.4 | 4.3% | -17.5%
> CCCCOC(=O)c1ccc(NC(=O)CSc2nncn2C)cc1
  4.4 | -1.3 | 5.8%[57.1 µM] | 7.6%[57.1 µM] | 4.0% | 0.3 | -3.4 | 3.0% | -2.7%
> Cc1[nH]c(N)nc(=S)c1CCCNc1ccccc1
  . | . | ? | -18.2% | -9.8% | . | . | -9.5% | -3.0%

In another format: entries from further up.
| Compound | D2 antag | D2 ag | TrxR1 inh | TrxR1 substrate | Pin1 inhibitor | TRHR ag | TRHR PAM | mIDH1 inhibitor | USP1 inh |
| --- | --- | --- | --- | --- | --- | --- | --- | --- | --- |
| COc1c(F)c(F)c(C(=O)Nc2ccc(-c3nc4ccccc4[nH]3)cc2)c(F)c1F | -15.7 | 1.2 | 39.3% | 14.7% | 3.1% | 1.8 | 0.8 | 7.6% | -18.2% |
| C=CCn1c(C)csc1=Nc1ccc(C(=O)O)cc1 | -4.1 | 4.2 | -0.2% | -8.0% | 3.1% | 0.4 | -1.6 | -4.6% | -15.3% |
| CC(=O)Nc1ccc2c(c1)C(=O)c1ccccc1C2=O | 14.4 | 0.5 | 11.6%[57.1 µM] | 5.5%[57.1 µM] | 0.5% | -0.7 | -8.8 | 2.9% | -0.9% |
| COc1ccc(-c2cc(C(=O)Nc3ccc(C#N)cc3)no2)cc1 | . | 0.9 | 9.0% | 0.9% | 9.3% | 1.5 | -15.4 | -10.0% | -13.6% |
| CCOC(=O)c1cccc(OC(=O)CCNC(=O)c2ccc(Cl)cc2)c1 | 18.5 | -1.7 | 8.3% | -0.6% | -3.2% | -0.9 | -5.4 | 4.3% | -17.5% |
| CCCCOC(=O)c1ccc(NC(=O)CSc2nncn2C)cc1 | 4.4 | -1.3 | 5.8%[57.1 µM] | 7.6%[57.1 µM] | 4.0% | 0.3 | -3.4 | 3.0% | -2.7% |
| Cc1[nH]c(N)nc(=S)c1CCCNc1ccccc1 | . | . | ? | -18.2% | -9.8% | . | . | -9.5% | -3.0% |
